# Source: PubChem (several laboratories)
# ABHD5-PLIN5 inh: ABHD5-PLIN5 interaction inhibitors, primary screen, cell lysate, split luciferase complementation, luminescence | Split G. princeps luciferase complementation, 4 h | Perilipin-5 (Homo sapiens) + 1-acylglycerol-3-phosphate O-acyltransferase ABHD5 (Homo … | inhibition, % at 4 µM | actives 0.78% (n = 360,000) | AID 602281, 2012;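 active = inhibition above the mean inhibition across every tested compound plus 3 SD, cut at about 22% in these data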;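 also: 0% = DMSO only wells and the 100% control is not disclosed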
# Target sequence (Q00G26 whole entry, looked up): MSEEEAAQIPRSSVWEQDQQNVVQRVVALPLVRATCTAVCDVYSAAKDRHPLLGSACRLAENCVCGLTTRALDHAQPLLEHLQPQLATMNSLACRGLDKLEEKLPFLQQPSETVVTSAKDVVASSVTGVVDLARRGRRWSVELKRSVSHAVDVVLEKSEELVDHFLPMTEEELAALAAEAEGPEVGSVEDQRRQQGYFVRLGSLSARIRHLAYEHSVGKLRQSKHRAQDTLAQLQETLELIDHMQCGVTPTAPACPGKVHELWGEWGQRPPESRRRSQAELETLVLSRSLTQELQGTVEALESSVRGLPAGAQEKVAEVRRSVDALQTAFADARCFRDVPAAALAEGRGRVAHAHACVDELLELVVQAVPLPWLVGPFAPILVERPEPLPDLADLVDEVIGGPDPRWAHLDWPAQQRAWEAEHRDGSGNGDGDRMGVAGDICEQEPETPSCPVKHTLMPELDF
# Target sequence (Q8WTS1 whole entry, looked up): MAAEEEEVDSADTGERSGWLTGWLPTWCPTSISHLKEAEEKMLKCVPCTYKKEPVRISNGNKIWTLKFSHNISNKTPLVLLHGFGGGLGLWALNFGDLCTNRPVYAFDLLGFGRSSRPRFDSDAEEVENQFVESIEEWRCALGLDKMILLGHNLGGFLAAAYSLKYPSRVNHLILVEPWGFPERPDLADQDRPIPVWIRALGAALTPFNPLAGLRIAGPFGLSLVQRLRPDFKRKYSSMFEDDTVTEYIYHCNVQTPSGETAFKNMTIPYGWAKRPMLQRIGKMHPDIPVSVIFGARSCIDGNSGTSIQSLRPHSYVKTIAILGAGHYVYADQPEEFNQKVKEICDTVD
# LMP1 NFkB inh: EBV LMP1-driven NF-kappaB luciferase reporter inhibitors, primary screen, cell-based, luminescence, single point; LMP1-induced NF-kappaB luciferase reporter cells; inhibition, % at 12.5 µM; actives 0.69% (n = 350,000); in the data active = inhibition above about 41%;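 also: 0% = neutral control wells and 100% = reference inhibitor control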
# NOD2 RIPK2 PPI: NOD2-RIPK2 binding disruptors in cells, primary screen, fluorescence, CHO cells, BLA complementation. actives 0.38% (n = 360,000). CCF4 ratio. AID 624267, 2012. Receptor-interacting serine/threonine-protein kinase 2 (Homo sapiens), O43353. inhibition, % at 4.98 µM; in the data active = inhibition above about 21%;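 also: 0% = vehicle only and 100% = reference blocker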
# NCOA2 inhibitor: inhibition of GAL4-SRC2 driven luciferase reporter, primary screen, SRC2 inhibitor project, cell-based, luminescence; HEK293 GAL4-SRC2 luciferase reporter; actives 0.17% (n = 370,000); Nuclear receptor coactivator 2 (Homo sapiens), Q15596; inhibition, % at 9 µM;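 active = inhibition above the mean inhibition of all tested compounds plus 3 SD, set per campaign, cut at about 52% in these data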;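 also: 0% = DMSO treated cells and 100% = cells given Gossypol at 36 µM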
# TLR9-MyD88 block: inhibitors of TLR9-MyD88 association in cells, primary screen, cell-based, CHO, BLA complementation, fluorescence. actives 0.21% (n = 340,000). AID 504734, 2011. inhibition, % at 4.98 µM. CCF4 FRET ratio. Toll-like receptor 9 (Homo sapiens) + Myeloid differentiation primary response protein …;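 active = inhibition above the mean over all tested compounds plus 3 SD, cut at about 21% in these data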;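 also: 0% = DMSO only wells and 100% = clavulanate BLA inhibitor control wells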
# SRC3 inh: SRC3 coactivator transcriptional activity inhibitors, primary screen, cell-based, luminescence. inhibition, % at 3.6 µM. actives 0.17% (n = 360,000). HEK293 GAL4-SRC3 luciferase reporter. Nuclear receptor coactivator 3 (Homo sapiens), Q9Y6Q9;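 active = inhibition above a per-campaign cutoff, the mean of all compounds plus 3 SD, cut at about 60% in these data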;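 also: 0% = DMSO-treated cells and 100% = gossypol-treated cells at 36 µM; higher means less SRC3-driven luciferase light from the GAL4 reporter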
# COUP-TFII inh: NR2F2 transcriptional activity inhibitors, primary screen, cell-based, luciferase reporter, HEK293T, luminescence | HEK293T NGFI-A luciferase reporter | AID 686940, 2013 | COUP transcription factor 2 (Homo sapiens), P24468 | actives 0.7% (n = 370,000) | inhibition, % at 8.6 µM;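 active = inhibition above a per-plate cutoff, mean inhibition of test wells between control levels plus 3 SD, cut at about 38% in these data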;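 also: cells cotransfected with COUP-TFII expression vector driving the NGFI-A reporter; 0% = median of COUP-TF2 test wells and 100% = reporter-only cells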
# MC4R antagonist: MC4R antagonists of cAMP signaling, primary screen, cell-based, TR-FRET, antagonist arm of biased-ligand search; MC4R-expressing cells, MTII-stimulated cAMP, LANCE TR-FRET; actives 0.48% (n = 360,000); AID 540295, 2011; inhibition, % at 6.5 µM;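 active = inhibition above its plate's cutoff, the mean of tested wells on that plate plus 3 SD, cut at about 29% in these data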;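 also: 0% = Melanotan II alone and 100% = Melanotan II plus saturating MCL0020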
#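 Material: human MC4R-expressing U2OS cells. Probe or stimulus: Melanotan II challenge. Dosing: 6.5 µM single dose. Times: 30-min compound, 1-h challenge, 1-h detection, room temperature. Technique: TR-FRET with Eu-cAMP and labeled anti-cAMP, 671 nm. Replication: singlicate.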
# MC4R barr agon: MC4R agonists recruiting beta-arrestin, primary screen, cell-based, luminescence, agonist arm of biased-ligand search; actives 0.98% (n = 360,000); AID 540308, 2011; activation, % at 8.9 µM; U2OS MC4R beta-arrestin complementation; percent of melanotan II response, DMSO zero;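 active = activation above a per-plate cutoff, the mean activation of sample wells on that plate plus 3 SD, cut at about 8% in these data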
# NR5A2 inv ag: LRH-1 (NR5A2) inverse agonists, primary screen, cell-based, luminescence, HEK293T, StAR-luciferase reporter | Nuclear receptor subfamily 5 group A member 2 (Homo sapiens), O00482 | LRH-1 transfected, 24 h | inhibition, % at 3.6 µM | actives 0.13% (n = 360,000) | AID 602396, 2012;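 active = inhibition above the mean inhibition of all tested compounds plus 3 SD, cut at about 73% in these data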;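 also: 0% = DMSO wells and 100% = reporter-only cells lacking LRH-1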
# NCOA1 inh: SRC1 coactivator transcriptional activity inhibitors, primary screen, cell-based, luminescence. Nuclear receptor coactivator 1 (Homo sapiens), Q15788. HEK293 GAL4-SRC1 luciferase reporter. inhibition, % at 3.6 µM. actives 0.12% (n = 360,000);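 active = inhibition above the campaign mean plus 3 SD, with each screening campaign given its own cutoff, cut at about 60% in these data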;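 also: 0% = DMSO treated cells and 100% = gossypol at 36 µM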
# The depositor's hits bear a star; nt = not tested or not shown.
SMILES	ABHD5-PLIN5 inh	LMP1 NFkB inh	NOD2 RIPK2 PPI	NCOA2 inhibitor	TLR9-MyD88 block	SRC3 inh	COUP-TFII inh	MC4R antagonist	MC4R barr agon	NR5A2 inv ag	NCOA1 inh
O=C(Nc1c2c(nn1-c1ccc(F)cc1)CS(=O)(=O)C2)c1ccc(Br)o1	-3.8	-3.6	-7.7	3.5	0.1	-23.7	-4.9	14.9	0.3	0.0	9.9
Cc1cccc2c(SCC(N)=O)nc(-c3ccccc3)nc12	6.8	1.3	3.2	-36.6	-3.2	5.9	-15.6	-1.2	-1.8	13.2	0.7
CC(NC(=O)c1cc(S(=O)(=O)N2CCCC2)ccc1Cl)c1ccccn1 (stereo not given)	-6.1	5.9	4.2	-2.2	-41.5	-2.6	12.4	-1.3	-3.4	0.9	2.8
COc1ccc(OC)c(Nc2nc(-c3c(C)nc4ncccn34)cs2)c1	-12.6	-4.9	-0.1	-22.1	11.8	3.8	-39.8	-9.5	0.1	20.6	-30.1
CC(C)(C)n1ncc2c(=O)n(Cc3c(F)cccc3Cl)cnc21	-10.9	2.4	3.0	6.0	-8.6	-10.6	-5.4	-0.3	3.8	1.7	-10.2
Cc1ccc(N(C(=O)CNC(=O)c2ccco2)C(C(=O)NC2CCCCC2)c2ccncc2)c(C)c1 (stereo not given)	-3.2	-6.2	-6.2	-10.7	-2.2	1.8	7.3	9.2	-1.9	-8.5	5.4
COc1cc(OC)cc(C(=O)Nc2ccc(Cn3ccnc3)cc2)c1	2.4	-28.9	-7.9	-28.4	-2.6	24.5	-27.3	-4.8	-0.9	-3.3	0.8
Cc1cccn2c(=O)c(/C=N/O)c(Nc3ccccc3F)nc12	-2.5	-6.6	-6.1	10.0	2.3	3.3	10.0	11.4	0.8	-6.7	6.9
CSc1nnc(CCNS(=O)(=O)c2ccccc2Br)n1C	-2.5	2.9	-11.8	-28.4	-0.5	-14.6	1.4	7.7	-0.6	0.2	3.6
CN1/C(=C\C(=O)c2cccnc2)C(C)(C)c2ccccc21	-3.1	-11.7	-3.7	-11.4	6.8	-8.3	-8.3	13.2	-2.1	-24.6	-1.3
CCCCCC(=O)NNC(=S)NC(=O)c1ccccc1[N+](=O)[O-]	6.9	-2.9	1.7	2.0	-6.9	17.2	-4.3	13.5	-1.0	9.5	-0.6
CNS(=O)(=O)c1ccc(NS(=O)(=O)c2ccccc2F)cc1	1.8	-1.4	-0.1	-6.5	1.8	9.8	-15.1	28.2	2.0	11.3	-3.9
CC(C)(C)OC(=O)C[C@H]1C/C=C\C[C@H](CC(=O)N(CCO)Cc2ccccc2)C(=O)N[C@@H](c2ccccc2)COC1=O	-3.8	-1.5	-9.3	7.6	7.4	-5.6	-1.1	2.1	-2.1	-0.1	-5.5
Cc1ccc(OCC(=O)NCCC2=CCCCC2)cc1	-1.4	4.3	-11.0	2.4	-1.8	3.8	2.2	2.9	0.9	6.5	-2.3
O=C(NNc1nccc(C(F)(F)F)n1)Nc1cccc(Cl)c1	8.9	7.8	-3.8	nt	4.8	20.6	nt	6.6	1.2	0.7	9.7
COc1cccc(CN(C)Cc2nc3cc(C(F)(F)F)ccc3c(=O)[nH]2)c1	-2.2	1.8	-7.9	8.2	-0.9	8.5	1.4	1.5	2.3	12.7	9.2
O=C(NNc1ccc(-c2csnn2)cc1)c1ccccc1C(F)(F)F	-2.8	2.6	-5.6	-6.4	2.0	8.2	4.6	3.5	-0.7	8.1	2.7
Cc1ccc(O)c(NC(=O)Cc2ccc3ccccc3c2)c1	-7.3	-25.9	4.1	-19.3	-6.9	-54.4	18.1	3.3	-2.4	-11.4	-7.8
NS(=O)(=O)c1ccc(Nc2nc(-c3ccc4ccccc4c3)cs2)cc1	12.6	-18.7	-4.7	11.4	-11.5	0.2	1.9	12.0	-1.1	0.4	1.8
Nc1c(-c2ccccc2)c(CN2CCOCC2)nn1-c1ccc(F)cc1	2.0	2.4	-8.4	-0.2	12.2	6.6	-4.8	4.9	-1.7	10.9	-4.5
Cc1cc(NC(=O)c2ccoc2C)no1	-2.4	-1.2	-4.3	-31.3	3.8	2.4	-15.6	3.1	-2.7	-15.4	-20.1
COc1ccc(/C=C(\C#N)c2nc3ccc(C)cc3[nH]2)cc1Oc1ccc(C(F)(F)F)cc1[N+](=O)[O-]	0.8	-20.7	0.9	-48.9	3.0	-19.9	-7.6	-6.0	-0.8	-23.4	-16.8
O=C(Nc1nc(-c2cccs2)cs1)c1ccco1	1.6	-42.2	-3.9	-59.9	7.6	-56.4	-63.7	2.3	-0.8	-76.6	-66.8
O=C(NC(=S)NCc1ccccc1)c1ccccc1	-4.2	9.7	-5.3	1.2	8.8	10.9	-12.5	-2.3	-2.5	24.9	1.7
COc1ccc(N2CCN(C(=S)Nc3ccccc3)CC2)cc1	-2.0	5.2	-2.2	6.5	-7.3	0.1	10.6	10.0	1.5	-8.3	-18.8
CN(C)/C=N/c1sc2c(c1C#N)CCCC2	-18.8	-13.3	-11.4	-32.9	-11.5	-12.0	-27.2	9.5	1.1	-6.5	2.1
COC(=O)c1c(C)[nH]c(C(=O)/C=C/c2ccc(C)cc2)c1C	0.2	3.0	1.8	-17.8	8.3	0.6	3.7	0.8	-0.2	2.7	7.8
CCc1c(C)nc2nc(NC(C)=O)[nH]n2c1=O	0.8	-9.9	-5.5	-5.5	-14.5	4.7	-0.3	10.5	-0.6	11.3	6.3
O=C(O)C1=CCNCC1	-2.2	-4.9	-4.2	-15.9	0.5	12.9	-1.7	0.3	-0.6	14.2	12.4
CC(=NCc1ccco1)c1c(O)n(C2CCCCC2)c(=O)[nH]c1=O	-2.6	14.5	15.8	-10.4	8.2	5.4	10.3	-8.1	1.1	-0.8	12.8
COc1ccc(-c2cc(C(=O)Oc3ccc([N+](=O)[O-])cc3)c3ccccc3n2)cc1	4.0	1.9	3.4	-27.0	4.0	-47.8	-44.5	-1.8	-3.0	-34.2	-68.6
O=P(O)(CCCP(=O)(O)CCc1ccccc1)CCc1ccccc1	-3.2	-2.3	-4.9	-16.0	1.4	-6.6	3.5	6.8	-1.3	11.4	-30.1
CCOC(=O)c1cc2cc(OC)ccc2nc1C	-7.8	-0.2	2.3	-30.8	4.4	-8.2	2.1	-1.7	0.3	-18.0	1.9
CCN(CC(=O)NC(C)C)Cc1nc2sc3c(c2c(=O)[nH]1)CCC3	-2.6	11.2	-1.1	-4.4	-4.9	-1.6	13.4	8.8	-1.4	3.3	-5.2
CNCc1ccccc1Sc1cccc(O)c1	8.7	-2.3	-8.3	12.2	-4.3	7.3	1.8	-9.2	-0.5	10.5	3.0
Oc1[nH]c2ccccc2c1N=Nc1c(F)c(F)c(F)c(F)c1F	10.7	-1.4	5.6	-20.4	-3.9	0.4	11.1	0.0	-2.4	1.2	-1.3
Cc1c(NC(=O)C2CC(c3c(F)cccc3Cl)=NO2)c(=O)n(-c2ccccc2)n1C (stereo not given)	2.3	-0.2	-8.1	-34.6	0.0	-6.1	0.1	-3.1	-0.1	2.2	5.0
Cn1nc([N+](=O)[O-])c(C(C#N)c2nc3ccccc3n2C)c(Cl)c1=O (stereo not given)	8.7	8.8	9.8	-1.4	-6.2	-1.7	-5.2	22.9	0.2	12.5	-7.9
CCOc1ccc(-c2csc(N)c2C(=O)OC)cc1	-11.6	2.3	-6.2	-10.1	3.2	-15.2	-2.3	13.7	-2.7	-23.3	-11.6
Cc1c(Cl)ccc(S(=O)(=O)Nc2cccnc2)c1Cl	-6.1	0.6	-11.2	-10.2	-4.6	1.8	-10.9	0.1	-0.5	-10.0	5.7
CC[C@]12c3[nH]c4ccccc4c3CCN1C(=O)C(CC(=O)NCCCOC)C[C@@H]2C(=O)N1CCN(C(=O)C2CC2)CC1 (stereo not given in full)	-10.2	-8.6	-1.2	-22.3	-14.0	-0.8	-5.0	-3.2	2.4	-4.4	0.3
COc1ccccc1Nc1ncnc2ccccc12	1.2	1.8	-4.9	0.0	1.9	-13.2	-9.6	8.6	2.4	-4.8	-5.1
O=S(=O)(NC1CCCCC1N1CCN(c2ccccc2F)CC1)c1ccc(Cl)cc1 (stereo not given)	-4.5	-4.6	-10.4	3.0	-4.8	-22.6	13.9	17.0	6.8	-29.3	-10.8
O=c1[nH]c2ccccc2nc1-c1ccc(Cl)cc1	-2.3	-31.8	-6.2	-42.4	-9.2	-35.9	2.1	2.5	2.8	-35.1	-63.8
O=C(CSc1ccc(-c2ccccn2)nn1)Nc1nccs1	-1.1	-41.5	3.5	-0.8	0.5	6.9	-12.6	9.6	0.0	6.3	-1.9
O=C(Cn1c(=O)oc2ccccc21)Nc1ccc(Br)cc1	1.4	-5.3	3.6	-28.9	0.1	9.1	8.3	0.1	-1.4	-25.2	6.5
CC(=O)c1cccc(NC(=O)CCS(=O)(=O)c2cccc3nsnc23)c1	0.6	9.2	4.6	-28.1	2.1	1.6	-1.1	6.0	-0.3	3.6	-15.1
C=CCn1c(CNS(=O)(=O)c2ccc(F)cc2)n[nH]c1=S	-9.3	1.8	3.2	-16.8	-7.0	-20.1	0.6	0.5	-3.3	5.5	-3.7
CCC(=O)Nc1cccc(-c2ccc(N3CCC(C)CC3)nn2)c1	13.5	19.0	-9.6	-46.3	4.7	-79.5	-42.7	4.0	-0.1	-149.7	-67.3

# Not all compounds are listed; the hit share may differ from the screen's.
